Screening results: PubChem BioAssay, several laboratories
KCNQ1 inh – blocks the human KCNQ1 potassium channel; P51787; CHO-K1 KCNQ1, FluxOR thallium flux fluorescence; active compounds read high; B-score at 10 µM; actives 1.3% (n = 310,000); AID 2642;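 active = compounds whose thallium flux B-score, printed positive for inhibition, exceeds three library SD while starting fluorescence stays within three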;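 also: channel opened by potassium depolarization with thallium stimulus after 20 min compound exposure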
Target sequence (P51787 whole entry, looked up): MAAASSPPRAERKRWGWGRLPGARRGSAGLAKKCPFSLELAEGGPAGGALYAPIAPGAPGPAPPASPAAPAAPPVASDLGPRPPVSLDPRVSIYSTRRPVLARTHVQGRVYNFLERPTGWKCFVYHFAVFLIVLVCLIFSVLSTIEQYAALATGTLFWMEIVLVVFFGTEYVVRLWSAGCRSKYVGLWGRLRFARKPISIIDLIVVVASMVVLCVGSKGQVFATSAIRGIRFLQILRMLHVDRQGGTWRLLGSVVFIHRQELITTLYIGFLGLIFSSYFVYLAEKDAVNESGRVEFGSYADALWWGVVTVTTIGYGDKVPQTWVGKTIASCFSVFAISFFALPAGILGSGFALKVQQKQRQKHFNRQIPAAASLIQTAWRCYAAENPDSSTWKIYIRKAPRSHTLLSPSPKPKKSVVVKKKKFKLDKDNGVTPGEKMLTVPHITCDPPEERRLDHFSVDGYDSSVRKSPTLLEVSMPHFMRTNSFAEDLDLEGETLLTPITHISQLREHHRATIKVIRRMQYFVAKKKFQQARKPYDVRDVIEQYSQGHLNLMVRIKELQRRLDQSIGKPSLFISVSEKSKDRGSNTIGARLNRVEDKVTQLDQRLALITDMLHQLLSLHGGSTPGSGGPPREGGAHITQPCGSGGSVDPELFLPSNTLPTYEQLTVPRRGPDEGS
TRPC4 PAM – allosteric potentiators of mouse TRPC4 channel. actives 0.42% (n = 310,000). HEK293 TRPC4beta/mu-opioid, DAMGO EC20, Fluo-4 Ca2+ flux; active compounds read high. B-score at 10 µM;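 active = B-score of calcium response area above 5 SD of library B-scores, with initial fluorescence ratio within 5 SD of library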;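 also: B-score of integrated fluorescence ratio over time as area under calcium response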
HDAC3 inh – human HDAC3 inhibition; O15379; inhibition, % at 8.3 µM; actives 0.15% (n = 320,000); recombinant HDAC3, fluorogenic peptide/trypsin coupled, fluorescence; in the data active = inhibition above about 26%, passing the limit was not always enough; inconclusive = no clear call, values can overlap the other calls
KCNQ1 act – potentiates or activates the human KCNQ1 potassium channel | CHO-K1 KCNQ1, thallium flux FluxOR fluorescence; active compounds read high | B-score at 10 µM | actives 0.35% (n = 310,000);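 active = fluorescence ratio B-score, a plate-corrected score, at least three library SD, with initial intensity B-score within 5 SD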
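Assay system: CHO-K1 cells stably expressing KCNQ1. Medium: assay buffer for compound exposure, DMSO matched across wells. Timing: 37 °C overnight plating, 90-min dark dye load, 20-min compound pretreatment. Signal: kinetic FluxOR fluorescence, 10 s baseline plus 110 s post-stimulus.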
ANO1 activ – activators or potentiators of mouse TMEM16A chloride channel | Q8BHY3 | HEK293 TMEM16A/YFP-H148Q/I152L, iodide quench fluorescence; active compounds read low | B-score at 10 µM | actives 0.3% (n = 340,000) | AID 623877;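 active = fluorescence-ratio B-score plate-corrected deviation score at least 3 library SD below zero, with starting fluorescence score within 5 deviations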;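 also: channel opened by trigger with iodide after compound preincubation; score built on the fluorescence ratio of max minus min over baseline; more negative score means more quench and so TMEM16A activation or potentiation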
TMEM16A inh – blocks the mouse calcium-activated chloride channel TMEM16A; Q8BHY3; HEK293 TMEM16A/YFP iodide influx fluorescence, ionomycin; normalized B-score (activity score, 25-100; higher = stronger inhibition) at 10 µM; actives 1.2% (n = 310,000); AID 588511;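 active = ratio plate-corrected score three or more library SD toward inhibition, starting fluorescence score within five deviations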;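 also: score derived from kinetic fluorescence span divided by baseline fluorescence per well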
KCNK3 block – human KCNK3 channel inhibition, primary screen. actives 0.84% (n = 340,000). CHO-KCNK3 thallium flux, FluxOR fluorescence; active compounds read low. B-score at 10 µM;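 active = B-score under library mean minus 4 SD, starting fluorescence ratio at most library mean plus 5 SD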;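 also: more negative B-score means stronger inhibition of thallium flux through KCNK3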
DYRK1A inh – inhibitors of rat Dyrk1A kinase | inhibition, % at 12.5 µM | ADP-Glo luminescence, NFATc1 peptide | actives 0.43% (n = 310,000); in the data active = inhibition above about 50%;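 also: plate controls were vehicle with enzyme for no effect and no enzyme for full effect; many of its hits are not listed in these tables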
TRPC4 agonist – activators of mouse TRPC4 channel | AID 2237 | HEK293 TRPC4beta/mu-opioid, Fluo4 calcium fluorescence; active compounds read high | actives 0.49% (n = 310,000) | B-score at 10 µM;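 active = B-score above 5 SD of library B-scores, and initial fluorescence ratio not above library mean plus 5 SD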;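 also: positive B-score marks a calcium rise read as TRPC4 activation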
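Incubation: 45 min room-temperature Fluo4 loading, 110 s read / System: HEK293 cells stably co-expressing mouse TRPC4beta and mu-opioid receptor / Signal: Fluo4 fluorescence, kinetic / Control set: buffer (low) and maximal DAMGO (high) / Measure: integrated baseline-normalised fluorescence ratio, converted to per-well B score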
hERG protect – compounds protecting human hERG from proarrhythmic drug block | actives 0.51% (n = 310,000) | activation (rescue from dofetilide block), less the hit threshold, % at 10 µM | AID 1511 | CHO-hERG, FluxOR thallium flux, dofetilide IC70 present;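 active = activation above the mean of controls blocked by dofetilide plus 5 SD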;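 also: thallium influx through hERG after potassium depolarization seen as dye fluorescence rise; in these data hits start at about 4.7%; inactives centre near -7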
KCNK9 inh – blocks the human KCNK9 two-pore domain potassium channel; actives 1.2% (n = 310,000); AID 488922; HEK293 KCNK9, FluxOR thallium flux fluorescence; active compounds read low; B-score at 10 µM; Q9NPC2;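 active = ratio B-score over 3 SD below the library mean, with starting fluorescence within 5 SD of its mean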;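 also: negative B-score means less thallium flux so channel inhibition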
Target sequence (Q9NPC2 whole entry, looked up, the tested form may be a part): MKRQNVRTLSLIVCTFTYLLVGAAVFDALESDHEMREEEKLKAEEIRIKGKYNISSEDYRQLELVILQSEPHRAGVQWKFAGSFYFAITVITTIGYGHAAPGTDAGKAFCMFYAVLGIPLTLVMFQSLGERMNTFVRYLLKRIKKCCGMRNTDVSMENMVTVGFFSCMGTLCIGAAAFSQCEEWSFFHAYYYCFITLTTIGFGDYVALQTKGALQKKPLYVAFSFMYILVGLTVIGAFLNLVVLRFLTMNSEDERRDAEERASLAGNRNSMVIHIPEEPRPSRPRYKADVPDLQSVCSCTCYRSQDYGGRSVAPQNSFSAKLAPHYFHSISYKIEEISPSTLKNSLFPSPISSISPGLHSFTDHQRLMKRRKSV
An asterisk follows results filed as active; i = inactive; ? = inconclusive; nt = no result given. An excerpt (hit frequency here may not be typical).

SMILES | KCNQ1 inh | TRPC4 PAM | HDAC3 inh | KCNQ1 act | ANO1 activ | TMEM16A inh | KCNK3 block | DYRK1A inh | TRPC4 agonist | hERG protect | KCNK9 inh
COCCCNC(=O)CSc1nc2c(sc(=S)n2-c2cc(Cl)ccc2OC)c(=O)[nH]1 | i | i | 3 | i | i | i | i | 9 | i | -1 | i
Cc1ccc(COC(=O)CCc2nc3ccccc3c(=O)[nH]2)cc1 | i | i | 0 | i | i | i | i | -7 | i | -1 | i
COc1ccc(CCNC(=O)CN(CCc2ccccc2)S(C)(=O)=O)cc1 | i | i | -1 | i | i | i | i | 2 | i | -3 | i
Cc1nc(N2CCN(c3ccccn3)CC2)c2c(C)c(C(=O)Nc3ccc(Br)cc3C)sc2n1 | 7* | i | -2 | i | i | i | i | -6 | i | -13 | i
O=c1cc(N2CCc3ccccc3C2)[nH]c(=O)n1-c1ccccc1Cl | i | i | 2 | i | i | i | i | -3 | i | -10 | i
CCN(CC)C(=O)Nc1c(C)n(C)n(-c2ccccc2)c1=O | i | i | -11 | i | i | i | i | -6 | i | -8 | i
O=C(NCc1cccnc1)C1c2ccccc2C(=O)N1Cc1ccco1 (stereo not given) | i | i | 1 | i | i | i | i | 0 | i | -10 | i
Cc1occc1C(=O)NC1CCCN(Cc2ccc(CC(C)C)cc2)C1 (stereo not given) | i | i | 7 | i | i | i | i | -6 | i | -16 | i
O=C(O)c1cc(S(=O)(=O)Nc2cccc3ccccc23)c(Cl)cc1Cl | i | i | 3 | i | i | i | i | -6 | i | -2 | i
COc1ccc(C(=O)Nc2ccc(S(=O)(=O)Nc3nccnc3OC)cc2)cc1OC | nt | nt | 7 | nt | i | i | i | 5 | nt | nt | nt
Cc1ccc(-n2ncc(C(=O)NCc3ccc4c(c3)OCO4)c2NC(=O)c2ccco2)cc1C | i | i | -1 | i | i | i | i | 15 | i | -5 | i
NC(=O)NC(CC(=O)Nc1cccnc1)c1cccc(Br)c1 (stereo not given) | i | i | -1 | i | i | i | i | -3 | i | -8 | i
COc1ccc(-n2nc(C(=O)NCC(=O)N3CCC(C)CC3)c3ccccc3c2=O)cc1Cl | i | i | -6 | i | i | i | i | 2 | i | -8 | i
CCN1C(=O)[C@H]2[C@@H](c3ccc(SC4CCCCC4)cc3)N[C@@](CC(C)C)(C(=O)OC)[C@H]2C1=O | i | i | ? | i | i | i | i | 8 | i | -10 | i
CCO[C@@H]1OC(C(=O)O)=C[C@H](c2coc3ccccc3c2=O)[C@H]1CCCO | i | i | -2 | i | i | i | i | 10 | i | -7 | i
Cc1c(C(=O)O)[nH]c2c1C(=O)CC(c1ccccc1)C2 (stereo not given) | i | i | 3 | i | i | i | i | 1 | i | -4 | i
C=CCOn1c(=O)c(=O)n(OCc2ccccc2)c2ccccc21 | i | i | -3 | i | i | i | i | nt | i | -5 | i
CCN(Cc1cnn(C)c1)C(=O)c1ccc2nc(Cc3cccc(Cl)c3)oc2c1 | i | i | -3 | i | i | i | i | 1 | i | -5 | i
O=C(Nc1ccc([N+](=O)[O-])cc1)C(=O)Nc1cccc(C(=O)O)c1 | i | i | nt | i | i | i | i | 29 | i | -14 | i
O=C(NC1CCNCC1)C1CCCCC1 | i | i | -2 | i | i | i | i | -6 | i | -6 | i
COCCCn1c(SCc2cc(=O)[nH]c3ccccc23)nnc1-c1ccco1 | i | i | 0 | i | i | i | i | -2 | i | -3 | i
Cc1ccc2nc(NC(=O)c3ccc4ncsc4c3)sc2c1 | i | i | -2 | i | i | i | i | 15 | i | -9 | i
CSc1cccc(NC(=O)C(=O)NCc2ccccc2)c1 | i | i | -4 | i | i | i | i | nt | i | -10 | i
C=CCN(C(=O)c1csnn1)C(C(=O)NC1CCCC1)c1ccccc1F (stereo not given) | i | i | 1 | i | i | i | i | 0 | i | -6 | i
O=[N+]([O-])c1cccc(S(=O)(=O)Nc2ccc(S(=O)(=O)NCC3CCCO3)cc2)c1 (stereo not given) | i | i | 3 | i | i | i | i | 2 | i | -4 | i
CC1CCN(C(=S)NC(=O)c2ccccc2)CC1 | i | i | 6 | i | i | i | i | -6 | i | -6 | i
Cc1ccc2cccc(Oc3ccc([N+](=O)[O-])cc3[N+](=O)[O-])c2n1 | i | i | 1 | i | i | i | i | 1 | i | -5 | i
COc1cccc(C2NC(=O)c3ccccc3O2)c1OCc1ccccc1F (stereo not given) | i | i | 0 | i | i | i | i | 9 | i | -8 | i
O=C(Oc1ccnc2cc(Cl)ccc12)N1CCCCCC1 | i | i | 4 | i | i | i | i | 8 | i | -5 | i
c1ccc(-c2csc(-n3cccn3)n2)cc1 | i | i | 1 | i | i | i | i | nt | i | -7 | i
Cc1cc(OCc2cc(C(=O)N3CCCCCC3)no2)cc(C)c1Cl | i | i | nt | i | i | i | i | -11 | i | -8 | i
COc1ccc(NC(=O)CCCCC(=O)Nc2ccc(OC)cc2OC)c(OC)c1 | i | i | 6 | i | i | i | i | -1 | i | -14 | i
CC(=O)Nc1ccc2c(c1)ncn2C | i | i | -5 | i | i | i | i | -1 | i | -5 | i
O=C(CSc1ccc(-c2cccnc2)nn1)Nc1ccccc1 | i | i | -12 | i | i | i | i | 5 | i | -3 | i
O=S(=O)(c1ccccc1)N1N=C(c2ccccc2)CC1c1ccccc1 (stereo not given) | i | i | 4 | i | i | i | i | 3 | i | -12 | i
CCOC(=O)N1CCC(N(CCN(C)C)C(=S)Nc2cc(C)cc(C)c2)CC1 | i | i | -5 | i | i | i | i | -3 | i | -6 | i

2 entries from above, as labelled records.
> CC(=O)Nc1ccc2c(c1)ncn2C
  KCNQ1 inh: i | TRPC4 PAM: i | HDAC3 inh: -5 | KCNQ1 act: i | ANO1 activ: i | TMEM16A inh: i | KCNK3 block: i | DYRK1A inh: -1 | TRPC4 agonist: i | hERG protect: -5 | KCNK9 inh: i
> O=[N+]([O-])c1cccc(S(=O)(=O)Nc2ccc(S(=O)(=O)NCC3CCCO3)cc2)c1 (stereo not given)
  KCNQ1 inh: i | TRPC4 PAM: i | HDAC3 inh: 3 | KCNQ1 act: i | ANO1 activ: i | TMEM16A inh: i | KCNK3 block: i | DYRK1A inh: 2 | TRPC4 agonist: i | hERG protect: -4 | KCNK9 inh: i

Following part:
SMILES | KCNQ1 inh | TRPC4 PAM | HDAC3 inh | KCNQ1 act | ANO1 activ | TMEM16A inh | KCNK3 block | DYRK1A inh | TRPC4 agonist | hERG protect | KCNK9 inh
COc1ccc(-c2cc(C)no2)cc1S(=O)(=O)N(C)c1cccc(C)c1 | i | i | 0 | i | i | i | i | -3 | i | -7 | i
CCc1ccc(-c2cc(C(=O)NN3CCOCC3)c3ccccc3n2)cc1 | i | i | -3 | i | i | i | i | 3 | i | -3 | i
CCNC(=O)c1ccc(CSc2ccc(Cl)cc2)cc1 | i | i | 7 | i | i | i | i | -24 | i | -6 | i
CCOc1cc(/C=C2\N=C(SC(C)C(N)=O)N(c3ccc(OC(F)F)cc3)C2=O)ccc1O (stereo not given) | i | i | 18 | i | i | i | i | 9 | i | -19 | i
Cc1ccc(NC(=S)NC(=O)/C=C/c2ccco2)c(O)c1 | i | i | 8 | i | i | i | i | 13 | i | -9 | i
CC(C)S(=O)(=O)CC(=O)c1ccc(Cl)cc1 | i | i | 0 | i | i | i | i | 0 | i | -8 | i
CC1CCN(CC(=O)N2c3ccccc3CCc3ccccc32)CC1 | i | i | 6 | i | i | i | i | -1 | i | -10 | i
Cc1c(C(=O)NCc2ccc3c(c2)cc(C)n3C)cccc1[N+](=O)[O-] | i | i | -3 | i | i | i | i | 3 | i | -6 | i
Cn1c(=O)oc2cc(S(=O)(=O)NCc3ccccn3)ccc21 | i | i | -6 | i | i | i | i | 6 | i | -6 | i
C/C(Cn1cnc([N+](=O)[O-])n1)=N\NC(=O)c1ccc(Br)cc1 | i | i | -3 | i | i | i | i | 4 | i | -6 | i
O=C(O)c1ccc2c(c1)C(=O)N(c1cccc(C(=O)/C=C/c3ccccc3)c1)C2=O | i | i | 5 | i | i | i | i | -4 | i | -32 | i
C=CCn1c(O)c(N=NC(=S)Nc2cccc(OC)c2)c2ccccc21 | i | i | 4 | 8* | i | i | i | 2 | i | 25* | i
O=C(CNC(=O)c1ccc(Cl)cc1)OC1CCOC1=O (stereo not given) | i | i | ? | i | i | i | i | 2 | i | -6 | i
O=C(O)c1ccc(NC(=S)NC(=O)c2cncc(Br)c2)cc1 | i | i | 11 | i | i | i | i | nt | i | -6 | i
COc1ccc2c(c1)C(=O)N(c1ccccc1OC)C(=O)C2(C)C | i | i | 6 | i | i | i | i | 11 | i | -4 | i
O=C(CCc1nc2cccnc2n1Cc1ccccc1)N1CCOCC1 | i | i | -7 | i | i | i | i | -1 | i | -12 | i
O=C(COc1ccccc1Cl)Nc1ccc2c(c1)OCO2 | i | i | -1 | i | i | i | i | 13 | i | -11 | i
N/C(=N\OC(=O)CCCOc1ccccc1)c1ccccn1 | i | i | 0 | i | i | i | i | 1 | i | -13 | i
CCN(CC)CCCNc1nc(N)c([N+](=O)[O-])c(NCCO)n1 | i | i | nt | i | i | i | i | 24 | i | -4 | i
O=C(O)C1C2C=CC(C2)C1C(=O)OCc1ccccc1 (stereo not given) | i | i | -13 | i | i | i | i | -5 | i | -2 | i
CC(=O)c1sc(N)nc1C | i | i | 1 | i | i | i | i | 7 | i | -4 | i
COc1cccc(-n2c(-c3ccc4[nH]c(C)c(C)c4c3)n[nH]c2=S)c1 | i | i | 10 | i | i | i | i | -2 | i | -4 | i
CCc1ccccc1NC(=O)CCN1C(=O)c2ccccc2C1=O | i | i | -7 | i | i | i | i | -4 | i | -4 | i
Oc1ccccc1/C=N/Nc1nc2ccccc2o1 | i | i | nt | i | i | i | i | 1 | i | -11 | i
CCCN(CCC)c1nc2ccccc2nc1C(C#N)C(=O)OC(C)COC (stereo not given) | 8* | i | 2 | i | nt | i | nt | nt | i | -9 | i
Cc1ccc(CNC(=O)CCc2c(C)nc3c(c(C)nn3-c3ccc(C)cc3)c2C)cc1 | i | i | -2 | i | i | i | i | 5 | i | -5 | i
Cc1ccc(Cl)cc1N1CCN(C(CC(C)C)c2nnnn2CC2CCCO2)CC1 (stereo not given) | i | i | -1 | i | i | i | i | -7 | i | -7 | i
Cn1cc([N+](=O)[O-])c(C(=O)Nc2ccc(-c3nc4ccccc4[nH]3)cc2)n1 | i | i | 10 | i | i | i | i | -7 | i | -9 | i
CCCCNC(=O)CCn1ccc2cc(S(=O)(=O)N3CCCC3)ccc21 | i | i | -5 | i | i | i | i | -2 | i | -6 | i
